Compound activity deposited in PubChem BioAssay by Emory University Molecular Libraries Screening Center.
14-3-3 PPI = alters human 14-3-3 gamma binding to Raf peptide; FP, 14-3-3gamma / TMR-pS259-Raf peptide binding; inhibition, % at 40 µM; 160,000 tested, 0.19% active; AID 422; in the data active = inhibition above about 30%;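 also: 0% = protein plus tracer without compound and 100% = blank with tracer alone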
Target sequence (P61981 whole entry, looked up): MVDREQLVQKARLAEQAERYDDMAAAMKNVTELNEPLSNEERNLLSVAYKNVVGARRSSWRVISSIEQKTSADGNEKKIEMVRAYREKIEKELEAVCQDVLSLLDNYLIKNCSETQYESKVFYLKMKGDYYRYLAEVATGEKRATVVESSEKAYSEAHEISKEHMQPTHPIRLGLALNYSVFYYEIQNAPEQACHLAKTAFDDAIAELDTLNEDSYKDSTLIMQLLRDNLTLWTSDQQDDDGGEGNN
An asterisk follows results filed as active; & = joins results of further samples. Some of the compounds tested, so the mix of outcomes need not match the whole.

Molecule,14-3-3 PPI
COc1cccc(OC)c1OCCNCC1CSc2ccccc2O1 (stereo unspecified),-7.9
CCOC(=O)c1sc2ncnc(N3CCCC(C(=O)OCC)C3)c2c1C (stereo unspecified),-2.9
COC(=O)COn1c(SCC(=O)OC)nc2ccccc2c1=O,-4.7
Cc1nn(C)c(C)c1S(=O)(=O)Nc1ccc2c(c1)OCO2,-7.1&-10.5
COc1ccc(S(=O)(=O)N(CC(=O)NC2CC3CCC2C3)c2ccc(C)cc2)cc1 (stereo unspecified),-2.2
CC1=NCCN1S(=O)(=O)c1cc([N+](=O)[O-])ccc1Cl,-16.2
CCn1c(NC(=O)c2cccc(Cn3cc(Cl)cn3)c2)nc2ccccc21,-1.8
Cn1c(C(=O)N2CCCC(C(=O)NCCCSC3CCCCC3)C2)cc2sccc21 (stereo unspecified),-0.7
COc1ccc(S(=O)(=O)Cc2ccc(C(=O)N3CCN(c4ccccn4)CC3)o2)cc1,-4.8
CN(CCNS(=O)(=O)c1cc(Br)cc2c1N(C(=O)C1CC1)CC2)Cc1ccccc1,-0.8
Cc1cc2c(=O)n(CC(=O)N3CCN(c4ccc(F)cc4)CC3)cnc2s1,-6.6&-2.1
Cc1nc(SCC(=O)Nc2sc3c(c2C#N)CCC3)c2c3c(sc2n1)CCC3,-6.1
CC1=C(C(=O)Nc2cccc(C(F)(F)F)c2)C(c2sccc2C)C2=C(CC(C)(C)CC2=O)N1 (stereo unspecified),-12.8
COC(=O)C1=C(C)NC(=O)N(C(C)=O)C1c1cccc([N+](=O)[O-])c1 (stereo unspecified),-2.8
Cc1ccc(CNC(=O)CN2C(=O)COc3ccc(C)cc32)cc1,3.6&-3.3
COc1ccc(OC)c(N=Cc2c(O)cc(C)c(Cl)c2C)c1,-11.2
COc1cc(C(=O)N2CCN(Cc3cccnc3)CC2)cc(OC)c1OC,-6.5
Cc1cccc(-c2nc3ccccc3c(=O)[nH]2)c1,-47.5
Cc1ccc(C(C)C)cc1C(=O)CC1(O)C(=O)Nc2ccccc21 (stereo unspecified),1.4
CCC(C)(C)n1nnnc1C(c1ccccn1)N1CCOCC1 (stereo unspecified),-5.4
CC(C)(C)OC(=O)N1CCCC(C(=O)CC#N)C1 (stereo unspecified),-8.4
Cc1cc(C)c(S(=O)(=O)Nc2ccc(Cl)cn2)c(C)c1,0.0
Cc1ccnc(NS(=O)(=O)c2ccc(N3C(=O)C4CC=CCC4C3=O)cc2)n1 (stereo unspecified),7.2
COc1ccc(-c2nnc(NC(=O)c3ccc(S(=O)(=O)N(C)c4ccccc4)cc3)o2)c(OC)c1,-11.4
Cc1ccc(-n2ncc3c(=O)[nH]c(SCC(=O)N4CCC(Cc5ccccc5)CC4)nc32)cc1C,-50.2

Three entries out of the list above, ordered by the number in 14-3-3 PPI, descending:
Molecule,14-3-3 PPI
Cc1ccnc(NS(=O)(=O)c2ccc(N3C(=O)C4CC=CCC4C3=O)cc2)n1 (stereo unspecified),7.2
COc1cc(C(=O)N2CCN(Cc3cccnc3)CC2)cc(OC)c1OC,-6.5
Cc1ccc(-n2ncc3c(=O)[nH]c(SCC(=O)N4CCC(Cc5ccccc5)CC4)nc32)cc1C,-50.2

Remaining list, next part:
Molecule,14-3-3 PPI
CCCCNC(=O)c1ccc(CNS(=O)(=O)c2ccc(F)cc2)cc1,-9.2
COc1ccccc1N1CCN(CC(=O)Nc2ccc(S(N)(=O)=O)cc2)CC1,-7.0
CC(=O)N1CCc2cc(S(=O)(=O)CCC(=O)N3CCN(Cc4ccccc4)CC3)ccc21,-10.7
O=C(NCCc1ccccc1)c1cccn2c(=O)c3ccc(Cl)cc3nc12,-3.3
CCOC(=O)N1CCN(C(c2ccc(C)cc2)c2sc3nc(C)nn3c2O)CC1 (stereo unspecified),2.7
CCOC(=O)c1sc(NC(=O)CSc2n[nH]c(-c3ccccc3)n2)c(C#N)c1C,-26.9
Oc1ccc(Br)cc1C=Nc1cccc2ccccc12,-9.8
COc1ccc(CCNC(=O)C2c3ccccc3C(=O)N3CCc4cc(OC)c(OC)cc4C23)cc1OC (stereo unspecified),-10.7
CC(C)(CC(=O)NC1CCCC1)CC1=NS(=O)(=O)c2ccccc2N1,-5.5
CCC(C)NC(=O)c1cc(-c2ccc(OC)cc2)nc2ccccc12 (stereo unspecified),2.2
CCOC(=O)CC(=O)CSc1nc(-c2cccnc2)ccc1C#N,-16.3
CC(C)c1ccc(O)c(N)c1,-3.2
COc1ccc(Cl)cc1NC(=O)c1cc(S(=O)(=O)NCc2ccc(C)cc2)ccc1F,-39.7
CC(=O)Nc1ccc(C(=O)CSc2nnc(Cn3nnc4ccccc43)n2C)cc1,-1.6
Cc1c(N=Cc2c(O)n(Cc3ccco3)c(=O)c3ccccc23)c(=O)n(-c2ccccc2)n1C,0.1
CCCCCOC(=O)C1=C(C)NC2=C(C(=O)CCC2)C1c1ccc(I)cc1 (stereo unspecified),-13.1
CC1(C(=O)NC2CCCCC2)CCC(=O)N1CCc1ccccc1 (stereo unspecified),-1.6
Clc1ccc(-c2nn3c(-c4ccccc4)nnc3s2)cc1,-8.7
NC(=O)Cn1nc2c3c(cccc3c1=O)-c1ccccc1-2,-24.9
COc1ccc(-n2nc3c(c2NC(=O)c2ccccc2Cl)CS(=O)(=O)C3)cc1,-9.2
COc1ccc(C(=O)Nc2nc3c(cc4c5c(cccc53)CC4)s2)cc1OC,1.6
COc1ccc(NC(=O)CS(=O)(=O)c2cccc3nsnc23)cc1,-3.7
O=c1ccc(C(F)(F)F)cn1-c1ccc(C(F)(F)F)cn1,-8.4
COc1ccc(C(=O)CC(=O)C(=O)Nc2ccc(I)cc2C)cc1,-3.5
Cc1ccc(C(=O)NCCN=Cc2ccc([N+](=O)[O-])o2)cc1,-68.9

Overlap with the part before: 4 entries; new compounds follow.
Molecule,14-3-3 PPI
COc1ccc(NC(=O)CS(=O)(=O)c2cccc3nsnc23)cc1,-3.7
O=c1ccc(C(F)(F)F)cn1-c1ccc(C(F)(F)F)cn1,-8.4
COc1ccc(C(=O)CC(=O)C(=O)Nc2ccc(I)cc2C)cc1,-3.5
Cc1ccc(C(=O)NCCN=Cc2ccc([N+](=O)[O-])o2)cc1,-68.9
COc1ccccc1NC(=O)C1CC(=O)N(C)C(=Nc2ccc(Cl)cc2)S1 (stereo unspecified),0.0
CN(C)c1ccnc2sc3c(=O)n(Cc4ccccc4)cnc3c12,-5.9
C=CCN(c1ccccc1)C(C(=O)NC1CCCCC1)c1ccc(OC)cc1 (stereo unspecified),-69.9
Cc1ccc(/C=c2/sc3nnc(-c4ccccc4Cl)n3c2=O)o1,-59.3
CCCCNC(=O)c1ccc2c(c1)N(Cc1ccc(C)cc1)C(=O)CS2,-8.8
Cc1c(C(=O)N2CCC(C)CC2)sc2ncn(Cc3cccc(F)c3)c(=O)c12,-1.1
CCOC(=O)c1cc2c(=O)n3ccccc3nc2n(Cc2ccco2)c1=NC(=O)c1cccnc1,-19.8
Cc1ccc(C2CC(C(F)(F)F)n3ncc(C(=O)Nc4cccc(C)c4Cl)c3N2)cc1 (stereo unspecified),-22.0
CCOC(=O)c1c(CN2CCN(c3ccccc3)CC2)oc2ccc(O)cc12,-2.6
Cc1nc2ccc(NC(=O)N3CCC(c4ccccc4)C3)cc2nc1C (stereo unspecified),-8.4
O=C(CSc1cn(Cc2cccc(F)c2)c2ccccc12)NC1CCCCC1,1.0
CC(=O)NC(=O)Nc1sc(=S)n(C)c1C,-4.2&-4.0
CCOc1ccc2nc(SCC(=O)Nc3cc4oc5ccccc5c4cc3OC)sc2c1,-8.1
COCCCNC(=O)c1c[nH]c2ccc(S(=O)(=O)N(C)c3ccc(C)c(C)c3)cc2c1=O,-6.2
COc1ccc(CN2CCN(C(=O)CC(C)C)CC2)c(OC)c1OC,-7.2
O=C(NC(=O)N(c1ccc(Cl)cc1)S(=O)(=O)c1ccccc1)Nc1ccccc1Cl,-2.9
Cc1cc(=O)n2c3c(cccc13)CC2,-5.5
COc1cccc(OC)c1C(=O)N1CCN(S(=O)(=O)c2ccccc2)CC1,4.4
CC1=C(C(=O)Nc2cccc(F)c2)C(c2ccccn2)C2=C(CC(c3ccccc3)CC2=O)N1 (stereo unspecified),0.0
Cc1cc(N2CC34C=CC(O3)C(C(=O)O)C4C2=O)no1 (stereo unspecified),-0.3
O=C(COC(=O)C1c2ccccc2Oc2ccccc21)c1ccccc1,-1.2
CCCCC(=O)N1C2=C(C(=O)c3ccccc32)C(c2ccccc2)c2c1n(C)c(=O)n(C)c2=O (stereo unspecified),-2.1
O=C(Nc1ccccc1[N+](=O)[O-])c1csc2c1CCCC2,7.2
O=C(Nc1sc2c(c1C(=O)NC1CCCCC1)CCCC2)c1ccccc1,-0.1
N#Cc1nc(-c2ccc(F)cc2)oc1N1CCCCC1,-27.7

compound,14-3-3 PPI
COc1ccc(-n2c(SCC(=O)c3ccc(Br)cc3)nc3ccccc3c2=O)cc1,8.4
CCC(C)Nc1ncnc(N)c1[N+](=O)[O-] (stereo unspecified),-3.1
COC(=O)C1=C(C)NC2=C(C(=O)CC(c3ccccc3OC)C2)C1c1cccc([N+](=O)[O-])c1 (stereo unspecified),-2.1
Cc1ccc(Cn2c(=S)[nH]c3cc4ccccc4cc3c2=O)o1,-48.2
O=C(CCCCCn1c(SCc2ccncc2)nc2ccccc2c1=O)NCc1ccco1,-11.9
O=C(CCCN1C(=O)c2ccccc2C1=O)Nc1sc2c(c1C(=O)NCc1ccco1)CCC2,-13.6
COC(=O)c1ccc(C[N+]2(C)N=C(C)C=C2C)o1 (stereo unspecified),1.2
COc1ccc(C(C)(C)C)cc1NC(=O)c1c(C)noc1C,-0.7
CC(C)(C)c1ccc(OCC(=O)Nc2cccc(-c3nc4ncccc4o3)c2)cc1,-20.8
Cc1nn(-c2nc3ccccc3s2)c(C)c1Oc1ccccc1O,-5.8
O=C(CSc1nccn1Cc1ccccc1)c1ccc([N+](=O)[O-])cc1,3.7
COc1ccc(-n2c(=O)c3ccccc3n(CC(=O)NC3CCCC3)c2=O)cc1OC,-7.0

An excerpt from further up, for reference:
compound,14-3-3 PPI
COc1cccc(OC)c1OCCNCC1CSc2ccccc2O1 (stereo unspecified),-7.9
CCOC(=O)c1sc2ncnc(N3CCCC(C(=O)OCC)C3)c2c1C (stereo unspecified),-2.9
COC(=O)COn1c(SCC(=O)OC)nc2ccccc2c1=O,-4.7
Cc1nn(C)c(C)c1S(=O)(=O)Nc1ccc2c(c1)OCO2,-7.1&-10.5
COc1ccc(S(=O)(=O)N(CC(=O)NC2CC3CCC2C3)c2ccc(C)cc2)cc1 (stereo unspecified),-2.2
CC1=NCCN1S(=O)(=O)c1cc([N+](=O)[O-])ccc1Cl,-16.2

The listing continues:
compound,14-3-3 PPI
CCOC(=O)C1C2C=CC3(CN(C4CCCC4)C(=O)C13)O2 (stereo unspecified),-11.9
Cc1cccc(C)c1OCC(O)Cn1c(C)[n+](C)c2ccccc21 (stereo unspecified),-10.9
CCOC(=O)Cc1nnc(NC(=O)Nc2ccccc2)s1,-17.0&2.8
CCC(=O)N1N=C(c2ccccc2)CC1c1cc2cc(OC)ccc2nc1Cl (stereo unspecified),-8.6
O=C(NCc1ccc2c(c1)OCO2)c1cc(-n2cnnc2)ccc1Cl,-1.5
CCC1Oc2ccc(Cl)cc2N(CC(=O)NCCCOC)C1=O (stereo unspecified),-8.1
Cc1ccccc1C(=O)Nc1ccc2oc(-c3ccccc3)nc2c1,-1.3
Nc1nc(SCC(=O)Nc2ccc(Br)cc2F)n[nH]1,3.1
Cc1nn2c(-c3ccc(Cl)cc3)nnc2s1,-7.8
C=CCNC(=O)C1CCC(CNc2nc(=S)[nH]c3ccccc23)CC1 (stereo unspecified),-5.8
Cc1sc2c(c1C)c(=O)n(-c1cccc(C(F)(F)F)c1)c(=O)n2CC(=O)NCc1ccco1,-18.5
CCOC(=O)c1ccc(CNS(=O)(=O)c2c(C)cc(C)cc2C)o1,-10.6

compound,14-3-3 PPI
O=C(Cn1cnc2c(nnn2Cc2ccc(F)cc2)c1=O)OCc1ccccc1,-6.7
COC(=O)c1c(C)oc2ccc(N(C(=O)c3ccncc3)S(=O)(=O)c3cc(C)c(C)cc3C)cc12,-64.3
CCOC(=O)c1c(NC(=O)c2ccccc2)sc(C(C)=O)c1C,-23.9
CCCN1C(=O)C(NC(C)=O)c2cc(OC)ccc21 (stereo unspecified),-3.5
Cc1c(N=Cc2ccc(-c3ccc(Cl)cc3)o2)c(=O)n(-c2ccccc2)n1C,-2.6
Cc1cc2ncn(S(=O)(=O)N3CCOCC3)c2cc1C,-3.6
CCCOc1ccc(Cl)cc1CN1CCOCC1,7.2
CCN(Cc1ccncc1)C(=O)C(CO)c1ccccc1 (stereo unspecified),0.7
COC(=O)COc1ccc(Oc2nc(SC)nc(N(C)C)n2)nn1,-0.6
CCOC(=O)c1ccc(Oc2c(C)oc3c(CN4CCN(C)CC4)c(O)ccc3c2=O)cc1,-2.6
CCc1ccc(-n2c(=O)c3c(C)c(C(=O)N(C)C)sc3n(CC(=O)Nc3ccc(OC)c(Cl)c3)c2=O)cc1,-17.9
O=C(Nc1ccc2c(c1)C(=O)N(c1ccccc1)C2=O)c1cccc([N+](=O)[O-])c1,12.4

compound,14-3-3 PPI
CCOC(=O)c1cnc2c(C)c(Cl)ccc2c1Nc1cccc([N+](=O)[O-])c1,-22.0
COc1ccc(S(=O)(=O)NCC23CC4CC(CC(C4)C2)C3)cc1,-7.7
c1csc(-c2nnc3ccccn23)c1,-5.9
COC(=O)C1=CNC=C(C(=O)OC)C1c1cc(OC)c(OC)c(OC)c1,1.6
CC(C)c1ccc(OCC(=O)NCc2ccco2)cc1,-4.7
Cc1ccc(NC(=O)CCn2c(=O)[nH]c3ccsc3c2=O)cc1C,-0.2
CC1CC(C)CN(C(=O)c2cnc(N3CCN(c4ccccn4)CC3)c3ccccc23)C1 (stereo unspecified),-3.2
Cc1cccc(-n2nnc(C(=O)NC3CCCc4ccccc43)c2N)c1 (stereo unspecified),2.1
O=C(CCCN1C(=O)c2ccccc2C1=O)N1CCOCCOCCOCCOCCOCC1,-3.2
COc1cccc2cc(-c3nc(-c4ccc(C)cc4)cs3)c(=O)oc12,-71.1
CCN(CC)CCNC(=O)c1ccc(Cn2c(=S)[nH]c3cc4c(cc3c2=O)OCO4)cc1,-7.0
O=C(CSc1nc(O)cc(=O)[nH]1)Nc1ccc2c(c1)CCC2,-21.2&-39.8
